Screening results: PubChem BioAssay, Broad Institute
RAD54 inh: inhibitors of human RAD54 branch migration, primary screen, biochemical, fluorescence, single point. inhibition, % at 10.4 µM. RAD54 Holliday junction branch migration, FAM/BHQ fluorescence. hit rate 0.14% among 360,000. AID 602329, 2012;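 active = mean normalized replicate activity at least 40 and at least half of replicates scoring 40 or more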;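 also: 0% = median of neutral control wells and 100% = median of positive control wells; inhibitors cause a drop in the FAM fluorescence signal; in these data hits start at about 50%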
PGC1a acetyl inh: inhibitors of PGC1a acetylation signal, primary screen, cell-based, U2OS, AlphaScreen, inhibitor mode | AlphaScreen anti-acetyl-lysine; with virally co-expressed GCN5 acetyltransferase | inhibition, % at 15.6 µM | hit rate 0.17% among 350,000 | AID 651687, 2012;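 active = every replicate shows inhibition of at least 40%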;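 also: 0% = neutral control wells and 100% = positive control wells; some results beyond the cut were filed as inactive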
E-sel inducer: E-selectin induction in HUVECs, primary screen, imaging, HUVEC, immunofluorescence imaging, single point; normalized: neutral wells 0, TNF-alpha wells 100; activation, % at 7.58 µM; hit rate 0.37% among 260,000;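 active = mean E-selectin-positive cell signal at least 10% of the positive control, reached in at least 60% of replicates, without over 20% cell loss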;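 also: in these data hits start at about 27%; measured in HUVEC primary endothelial cells; signal is the percent of cells scored E-selectin positive by PE staining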
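Read-out: % PE-positive cells | Test system: HUVEC | Doses: One compound dose added by pin transfer | Buffer or medium: EGM-2 over gelatin coat | Signal: Immunofluorescence imaging | Benchmarks: TNF-alpha, DMSO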
ERAP1 HTS inh: human ERAP1 aminopeptidase inhibitors, primary screen, biochemical, single point, plate reader; Endoplasmic reticulum aminopeptidase 1 (Homo sapiens), Q9NZ08; recombinant ERAP1, Leu-AMC fluorescence, 60 min; inhibition, % at 10.7 µM; hit rate 0.15% among 340,000; AID 652197, 2013;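 active = mean replicate inhibition of at least 30%, or all replicates individually reaching that 30% level; inactive = mean below 30% and not every replicate reaching it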;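 also: 0% = neutral control wells and 100% = L-leucinethiol positive control wells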
Target sequence (Q9NZ08 whole entry, looked up): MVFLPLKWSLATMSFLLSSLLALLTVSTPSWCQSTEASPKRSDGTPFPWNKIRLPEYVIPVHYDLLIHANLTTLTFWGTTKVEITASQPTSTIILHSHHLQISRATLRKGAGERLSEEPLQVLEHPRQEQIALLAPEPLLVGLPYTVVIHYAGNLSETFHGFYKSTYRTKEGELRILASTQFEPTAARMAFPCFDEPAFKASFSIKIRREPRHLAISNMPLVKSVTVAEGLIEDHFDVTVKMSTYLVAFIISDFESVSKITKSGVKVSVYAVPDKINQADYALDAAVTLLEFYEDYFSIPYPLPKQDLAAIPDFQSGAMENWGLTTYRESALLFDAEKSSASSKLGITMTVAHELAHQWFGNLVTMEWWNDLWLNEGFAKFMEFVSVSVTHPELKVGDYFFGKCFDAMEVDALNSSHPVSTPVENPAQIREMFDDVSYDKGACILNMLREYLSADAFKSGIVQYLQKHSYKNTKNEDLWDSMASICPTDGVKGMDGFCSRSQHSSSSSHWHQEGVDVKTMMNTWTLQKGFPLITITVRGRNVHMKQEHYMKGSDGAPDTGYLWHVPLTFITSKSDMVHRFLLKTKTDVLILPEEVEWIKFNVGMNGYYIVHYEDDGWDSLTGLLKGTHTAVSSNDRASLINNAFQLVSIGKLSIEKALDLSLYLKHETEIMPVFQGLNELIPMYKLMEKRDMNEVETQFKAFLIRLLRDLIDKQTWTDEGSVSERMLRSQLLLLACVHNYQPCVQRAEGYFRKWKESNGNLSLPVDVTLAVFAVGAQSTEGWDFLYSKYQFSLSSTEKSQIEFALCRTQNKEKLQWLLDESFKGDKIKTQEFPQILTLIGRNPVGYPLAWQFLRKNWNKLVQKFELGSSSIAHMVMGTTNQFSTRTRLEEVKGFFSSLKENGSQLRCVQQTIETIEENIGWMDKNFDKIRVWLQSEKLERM
RAD52 anneal inh: RAD52 DNA annealing inhibitors, primary screen, biochemical, FRET, single point, set 2. DNA repair protein RAD52 homolog (Homo sapiens), P43351. recombinant RAD52 DNA annealing, FRET fluorescence. inhibition, % at 18.7 µM. hit rate 0.46% among 360,000. AID 651710, 2012;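 active = every replicate showing at least 50% inhibition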
miR-122 sensor: miR-122 Renilla sensor signal increase in Huh7, primary screen, miR-122 inhibitor project, cell-based, single point, plate reader. Huh7 miR-122 Renilla luciferase sensor, 48 h; neutral wells = 0, positive control = 100. hit rate 0.3% among 340,000. activation (reporter increase), % at 12.5 µM. AID 602342, 2012;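 active = mean replicate activation score at least 90 and every replicate individually at or above 90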;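 also: higher luciferase means less miR-122 activity so hits act as miR-122 inhibitors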
PglD inh: C. jejuni PglD acetyltransferase inhibitors, primary screen, biochemical, DTNB colorimetric, single point | UDP-N-acetylbacillosamine N-acetyltransferase PglD (Campylobacter jejuni) | inhibition, % at 12.5 µM | purified PglD enzyme, DTNB colorimetric CoA detection | hit rate 0.098% among 360,000; in the data active = inhibition above about 16%, passing the limit was not always enough; also: strong numbers were not always called active
Cneo AK release: Cryptococcus neoformans cell lysis inducers, primary screen, AK release luminescence, single concentration; hit rate 0.2% among 360,000; C. neoformans lysis, adenylate kinase release luminescence, 4 h; normalised: neutral wells 0, clomiphene wells 100; lysis activity, % at 15 µM; AID 651654, 2012;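 active = mean lysis activity across replicates of at least 80%, whatever share of replicates individually reach that level; inactive = mean lysis activity below 80%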
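Material – Cryptococcus neoformans yeast cells · Quantity – 5 × 10^6 yeast cells/mL · Buffer or medium – YPD medium · Compound – single dose · Timing – 4 h static compound exposure, 37 °C, read 1 h post-reagent · Signal – adenylate kinase release luminescence · Read-out basis – lysis from increased AK signal · Benchmarks – Clomiphene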
* marks the source's active call; other numbers are inactive results; x = not tested or not shown; [ ] = remark or other dose.

SMILES	RAD54 inh	PGC1a acetyl inh	E-sel inducer	ERAP1 HTS inh	RAD52 anneal inh	miR-122 sensor	PglD inh	Cneo AK release
Cc1ccccc1NC(=O)Nc1ccc2c(c1)C(=O)N(C)[C@H]1CC[C@H](CC(=O)O)O[C@@H]1CO2	5	2	0.2	x	x	21[16.7 µM]	-1	12
O=C(NCCC1=CCCCC1)C1CC(=O)N(C2CCCCCC2)C1 (configuration not stated)	6	-4	x	6	-11	-2	0	0
COc1ccc(NC(=O)Nc2cccc3c2O[C@H](CN(C)C(=O)Nc2cccc4ccccc24)[C@@H](C)CN([C@H](C)CO)C3=O)cc1	6	-1	0.1	x	x	-3[16.7 µM]	-4	-5
CC(=O)NC1=NN(C(C)=O)C2(CCCC2)S1	x	8	0.2	2	-24	x	x	x
CC(=C1C2C=CC1C1C(=O)NC(=O)C21)c1ccccc1 (configuration not stated)	-4	0	x	x	x	x	0	1
O=C(CN1C(=O)c2cccc([N+](=O)[O-])c2C1=O)N1CCN(S(=O)(=O)c2ccccc2)CC1	-8	1	x	0	-3	3	3	-1
CC(C)n1c(=O)c2ccccc2n1Cc1cn(CCc2c[nH]c3ccccc23)nn1	7	-16	0.0	-1	-2	6	7	0
CC(C)CN(C(=O)CSc1nnc(-c2ccco2)o1)c1c(N)n(Cc2ccccc2)c(=O)[nH]c1=O	x	-6	-0.1	0	-20	-4	x	x
COc1ccccc1C(=O)N/N=C(\C)c1ccc(NC(=O)Cc2ccccc2)cc1	1	x	2.7	-1	-26	x	x	-1
COc1ccc(Br)cc1C(=O)NC(=S)Nc1ccc(Cl)c(C(=O)O)c1	x	-1	x	19	-8	5	x	x
CC1(C)CC(NS(=O)(=O)c2ccc(Cl)cc2)CC(C)(C)N1	-10	4	0.0	1	-19	9	2	2
Nc1nonc1NC(=O)CSc1nc2ccccc2s1	4	7	x	x	x	2	-1	-2
C[C@H]1CN([C@@H](C)CO)C(=O)c2cc(NC(=O)Cc3ccccc3)ccc2O[C@H]1CN(C)S(=O)(=O)c1cccs1	1	-3	-12	3	-24	4[16.7 µM]	-1	-3
COc1ccc(CN(C)C[C@H]2Oc3c(NC(=O)CCCCCC(=O)Nc4ccccc4N)cccc3C(=O)N([C@H](C)CO)C[C@@H]2C)cc1	x	-52	-0.1	2	-28	x	x	x
COC(=O)c1ccc(C)c(NC(=O)CCc2ccc(OC)c(OC)c2)c1	-1	0	x	x	x	-1	7	1

2 entries drawn at random from those above, as already listed:
SMILES	RAD54 inh	PGC1a acetyl inh	E-sel inducer	ERAP1 HTS inh	RAD52 anneal inh	miR-122 sensor	PglD inh	Cneo AK release
C[C@H]1CN([C@@H](C)CO)C(=O)c2cc(NC(=O)Cc3ccccc3)ccc2O[C@H]1CN(C)S(=O)(=O)c1cccs1	1	-3	-12	3	-24	4[16.7 µM]	-1	-3
COc1ccc(Br)cc1C(=O)NC(=S)Nc1ccc(Cl)c(C(=O)O)c1	x	-1	x	19	-8	5	x	x

The results go on.
SMILES	RAD54 inh	PGC1a acetyl inh	E-sel inducer	ERAP1 HTS inh	RAD52 anneal inh	miR-122 sensor	PglD inh	Cneo AK release
C[C@H]1CN([C@@H](C)CO)C(=O)Cc2cc(N(C)C)ccc2O[C@@H]1CN(C)C(=O)Nc1ccc(C(F)(F)F)cc1	-8	4	0.2	-2	-1	0[16.7 µM]	2	142*
CCOC(=O)c1sc(NC(=O)CN2CCN(c3ccccc3)CC2)nc1C	10	x	0.0	0	-23	x	6	-1
CN1CCN(S(=O)(=O)c2ccc(NS(=O)(=O)c3ccccc3)cc2)CC1	-3	-2	x	4	1	0	-1	0
COC(=O)Cn1cnc2c(nnn2-c2ccc(C)cc2)c1=O	11	-12	x	x	x	-1	x	-4
CC(C)(/C=N/O)N(O)C=C1C=CC(=O)C=C1	-10	3	-0.6	-3	0	-4	-7	-2
C[C@@H]1CN([C@H](C)CO)C(=O)c2cc(NC(=O)Nc3ccccc3)ccc2O[C@@H](C)CCCCO[C@H]1CN(C)Cc1ccc2c(c1)OCO2	-11	6	0.4	-1	61*	-2[16.7 µM]	-5	-1
COc1ccc(OCc2cc(C(=O)N(C)Cc3cc(C4CC4)n[nH]3)no2)c(Cl)c1	-13	x	-0.1	1	-35	-4	-8	-5
CN1CCC(OC2c3ccccc3CCc3ccccc32)CC1	-1	x	-0.1	0	5	x	5	4
COc1cc(/C=N/O)cc(Cl)c1OC	5	-5	0.0	0	-13	-3	2	-1
COc1ccccc1N=NNc1ccccc1OC	-7	x	0.5	2	-1	x	-11	0
COC(=O)[C@H]1CN(C(=O)c2ccccc2)C(=O)N1	-1	7	x	1	-10	-2	-3	2
O=C(N/C(=C/c1ccc(F)cc1)C(=O)N1CCCCC1)c1ccco1	16	0	-0.2	0	-8	2	1	-3
CNC[C@H]1Oc2c(NS(=O)(=O)c3cccs3)cccc2C(=O)N([C@@H](C)CO)C[C@@H]1C	-2	1	0.0	-4	7	15[16.7 µM]	4	3
COc1ccc(N2C3=C(C(=O)CC(C)(C)C3)C(c3ccccc3OC)C3=C2CC(C)(C)CC3=O)cc1	0	-15	0.1	x	-34	x	-1	5
Cc1c(Cl)cccc1NC(=O)COC(=O)C12CC3CC(CC(O)(C3)C1)C2	8	1	x	-1	1	x	5	0
O=C(CSc1nc2ccccc2c(=O)n1Cc1ccco1)NCc1ccccc1	-10	7	x	x	x	3	-4	1
C[C@@H]1CN([C@@H](C)CO)C(=O)Cc2cc(NS(C)(=O)=O)ccc2O[C@H]1CN(C)CC1CC1	3	-7	-0.3	4	-1	-4[16.7 µM]	4	-11
CCN(CC)c1ncnnc1-c1ccccc1	-4	-6	0.1	-1	4	-6	3	-2
CC(C)CC#Cc1ccc2c(c1)O[C@@H](CN(C)C(=O)c1ccccc1F)[C@@H](C)CN([C@H](C)CO)S2(=O)=O	6	5	-0.1	6	0	1[16.7 µM]	3	2
CC1CN(S(=O)(=O)c2ccccc2)C(C)CN1S(=O)(=O)c1ccccc1 (configuration not stated)	5	-4	x	x	x	2	-9	-2
NC(=O)c1ccc2nc(-c3ccccc3)c(-c3ccccc3)nc2c1	2	x	x	-2	-11	x	x	1
Cc1ccc(Cl)c(NC(=O)COC(=O)c2nn(C)c(=O)c3ccccc23)c1Cl	-5	1	x	-1	-3	-12	-1	-1
Cc1cc(C)c(S(=O)(=O)Nc2nccs2)c(C)c1	-8	25	0.2	-1	-24	-3	3	10
CCCCN1C(=O)NC(c2ccc(OC)cc2)C(C(=O)OCc2ccccc2)=C1C (configuration not stated)	10	-12	-0.1	-3	-2	-4	1	-1
C[C@H]1CN([C@@H](C)CO)C(=O)c2cccc(NC(=O)CCCCCC(=O)Nc3ccccc3N)c2O[C@H]1CN(C)S(=O)(=O)c1cccs1	x	-1	-0.1	0	-3	x	x	x
O=C(CSc1nnc(C2CCCCC2)o1)Nc1ccccc1Cl	-4	-11	0.0	-5	-11	-5	-3	0
Cc1ccc2c(Cl)cc(Cl)c(OCC(=O)NC(C)(C)C)c2n1	x	-11	-0.1	0	7	x	x	x
Cc1nnc(NC2=NCCCCC2)o1	-4	11	x	x	x	-2	1	2
Cc1cccc(C)c1NC(=O)c1ccc(-c2cc(F)ccc2F)o1	0	x	-1.3	4	-25	-3	-10	-1
CC(C)[C@H](NC(=O)c1ccc(Cl)cc1)C(=O)Nc1cccc(S(=O)(=O)N2CCOCC2)c1	-1	-10	-0.1	-3	-32	-10	-1	0
CC[C@]12C(=O)N(C)C[C@H]([C@@H]3C(=O)N(C)C(=O)[C@@H]31)N2C(=O)c1ccc(C(F)(F)F)cc1	-15	5	0.0	1	-5	-3	4	-3
O=C(c1ccc2c3c(cccc13)CC2)N1CCOCC1	-12	-9	x	x	x	-2	5	-1
Cc1ccc(CS(=O)(=O)CCC(=O)NCCC(C)C)cc1	0	3	x	x	x	11	0	-1
S=C(Nc1ccc(Cl)c(Cl)c1)N1CCCC1	7	x	1.3	0	-13	27	-10	-1
CC(C)NC(=O)Nc1ccc2c(c1)C(=O)N([C@@H](C)CO)C[C@@H](C)[C@@H](CN(C)C(=O)c1ccncc1)OCCCC[C@@H](C)O2	9	3	-0.2	0	12	7[16.7 µM]	2	111*
COc1cc([C@@H]2OC[C@@H]3[C@H]2CO[C@@H]3c2ccc3c(c2)OCO3)ccc1O	2	0	-0.2	-4	1	3	3	5
CC1CCCN(c2nc3c(c(=O)[nH]c(=O)n3C)n2CCSc2nc3ccccc3o2)C1 (configuration not stated)	3	5	2.5	2	-2	3	-3	0
CO[C@@H]1CN(C)C(=O)c2ccc(NC(=O)c3ccccc3)cc2OC[C@@H](C)N(CC2CC2)C[C@@H]1C	-3	2	0.8	0	-1	2[16.7 µM]	-8	-2
CCOC(=O)C1=C(C)C(c2cccc(Oc3ccccc3)c2)NC(=S)N1 (configuration not stated)	3	4	x	1	-9	-9	0	3
O=C(NCCCN1CCOCC1)/C(=C/c1ccc(F)cc1)NC(=O)c1ccccc1	x	1	0.0	5	-8	x	x	x
O=C(NCC(=O)N1CCN(c2ncccn2)CC1)c1cccs1	-9	1	x	x	x	2	-1	-2
CCOC(=O)C1CCCN(C(=O)c2ccc(NC(=O)CC3SC(N4CCCC4)=NC3=O)cc2)C1 (configuration not stated)	x	4	-1.8	-8	-6	-1	x	x
CN(C)S(=O)(=O)c1ccc(N2CCCC2)c(C(=O)N2CCN(S(=O)(=O)c3cccc(F)c3)CC2)c1	x	2	-2.1	-1	-8	-6	x	x
COCCNS(=O)(=O)c1ccc(OCC(=O)OC)c(Cl)c1	1	4	0.7	x	x	9	-9	-1
Cc1cc(NC(=O)C2CCCCC2C(=O)O)no1 (configuration not stated)	-1	0	x	x	x	4	-3	1
CC(C)C(=O)Nc1ccc2c(c1)C(=O)N(C)[C@@H]1CC[C@@H](CC(=O)O)O[C@H]1CO2	0	9	0.1	0	-8	0[16.7 µM]	3	0
C/C(=N\NC(=O)C1CC1)c1ccc(N2CCOCC2)cc1	x	-1	0.5	8	-1	x	x	x
CSc1ncccc1C(=O)OCC(=O)NC12CC3CC(CC(C3)C1)C2	1	2	2.9	-4	-18	x	1	-4
COc1cc(OC)c(NC(=O)c2ccc(F)cc2)cc1Cl	12	1	6.7	-1	-6	7	3	16
O=C(CCN1C(=O)COc2ccccc21)NCc1cccs1	18	2	x	x	x	7	-4	0
COc1ccc(S(=O)(=O)N(C)C[C@H]2Oc3ccc(NS(=O)(=O)c4cccs4)cc3CC(=O)N([C@@H](C)CO)C[C@@H]2C)cc1	2	1	-0.3	0	8	3[16.7 µM]	2	1
O=C(c1ccc(Cl)cc1)N1CCC(N2CCC(C(=O)N3CCOCC3)CC2)CC1	1	1	2.5	-2	-43	1	2	4
COc1ccc(Cl)cc1C(=O)NNC(=O)c1n[nH]c2ccccc12	-10	3	0.7	-2	-17	-2	5	3
